KCNQ1 inh – inhibitors of human KCNQ1 potassium channel | actives 1.3% (n = 310,000) | P51787 | CHO-K1 KCNQ1, FluxOR thallium flux fluorescence; stronger effect = higher value | B-score at 10 µM;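 active = compounds whose thallium flux B-score, printed positive for inhibition, exceeds three library SD while starting fluorescence stays within three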;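 also: channel opened by potassium depolarization with thallium stimulus after 20 min compound exposure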
KCNK3 inh – human KCNK3 channel inhibition, primary screen; O14649; CHO-KCNK3 thallium flux, FluxOR fluorescence; stronger effect = lower value; B-score at 10 µM; actives 0.84% (n = 340,000);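 active = B-score under library mean minus 4 SD, starting fluorescence ratio at most library mean plus 5 SD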;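 also: more negative B-score means stronger inhibition of thallium flux through KCNK3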
Target sequence (O14649 whole entry, looked up): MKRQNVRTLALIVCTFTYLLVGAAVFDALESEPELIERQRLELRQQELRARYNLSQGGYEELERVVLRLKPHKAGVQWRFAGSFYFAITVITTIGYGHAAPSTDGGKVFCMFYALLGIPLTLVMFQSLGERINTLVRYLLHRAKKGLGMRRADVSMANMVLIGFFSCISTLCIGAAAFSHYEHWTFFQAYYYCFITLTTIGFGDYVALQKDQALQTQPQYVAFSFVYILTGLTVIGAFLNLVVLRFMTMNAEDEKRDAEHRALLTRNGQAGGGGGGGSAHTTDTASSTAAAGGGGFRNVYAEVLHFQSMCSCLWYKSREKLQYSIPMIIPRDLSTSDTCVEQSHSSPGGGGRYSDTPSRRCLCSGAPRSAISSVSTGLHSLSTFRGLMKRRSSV
TRPC4 agonist – TRPC4 (mouse) channel activation. B-score at 10 µM. AID 2237. actives 0.49% (n = 310,000). HEK293 TRPC4beta/mu-opioid, Fluo4 calcium fluorescence; stronger effect = higher value;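 active = B-score above 5 SD of library B-scores, and initial fluorescence ratio not above library mean plus 5 SD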;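 also: positive B-score marks a calcium rise read as TRPC4 activation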
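Material: TRPC4beta and mu-opioid receptor HEK293 stable cells | Incubation: 45 min room-temperature Fluo4 loading, 110 s read | Detection: Kinetic Fluo4 calcium fluorescence | Measure: Integrated baseline-normalised fluorescence ratio, converted to per-well B score | Benchmarks: Low control buffer alone, high control maximal DAMGO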
hERG rescue – shields human hERG channel from block by proarrhythmic agents; Q12809; CHO-hERG, FluxOR thallium flux, dofetilide IC70 present; activation (rescue from dofetilide block), less the hit threshold, % at 10 µM; actives 0.51% (n = 310,000); AID 1511;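 active = activation above the mean of controls blocked by dofetilide plus 5 SD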;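 also: thallium influx through hERG after potassium depolarization seen as dye fluorescence rise; in these data hits start at about 4.7%; inactives centre near -7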
HDAC3 inhib – inhibitors of human histone deacetylase 3. recombinant HDAC3, fluorogenic peptide/trypsin coupled, fluorescence. AID 2718. O15379. actives 0.15% (n = 320,000). inhibition, % at 8.3 µM; in the data active = inhibition above about 26%, passing the limit was not always enough
KCNK9 inh – human KCNK9 channel inhibition. HEK293 KCNK9, FluxOR thallium flux fluorescence; stronger effect = lower value. actives 1.2% (n = 310,000). AID 488922. Q9NPC2. B-score at 10 µM;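 active = ratio B-score over 3 SD below the library mean, with starting fluorescence within 5 SD of its mean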;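 also: negative B-score means less thallium flux so channel inhibition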
Target sequence (Q9NPC2 whole entry, looked up): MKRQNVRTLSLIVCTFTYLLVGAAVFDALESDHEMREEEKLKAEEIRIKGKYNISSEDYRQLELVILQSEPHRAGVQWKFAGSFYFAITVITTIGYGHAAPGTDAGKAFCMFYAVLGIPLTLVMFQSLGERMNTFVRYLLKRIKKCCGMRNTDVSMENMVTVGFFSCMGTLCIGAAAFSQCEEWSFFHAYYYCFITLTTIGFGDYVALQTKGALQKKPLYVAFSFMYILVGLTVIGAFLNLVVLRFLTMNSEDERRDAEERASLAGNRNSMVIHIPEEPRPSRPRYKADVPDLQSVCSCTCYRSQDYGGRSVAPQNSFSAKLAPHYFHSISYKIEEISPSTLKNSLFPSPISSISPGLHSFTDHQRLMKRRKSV
TRPC4 PAM – allosterically enhances the mouse TRPC4 cation channel; B-score at 10 µM; actives 0.42% (n = 310,000); HEK293 TRPC4beta/mu-opioid, DAMGO EC20, Fluo-4 Ca2+ flux; stronger effect = higher value; AID 2227; Q9QUQ5;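 active = B-score of calcium response area above 5 SD of library B-scores, with initial fluorescence ratio within 5 SD of library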;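 also: B-score of integrated fluorescence ratio over time as area under calcium response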
ANO1 activ – activators or potentiators of mouse TMEM16A chloride channel; B-score at 10 µM; actives 0.3% (n = 340,000); Q8BHY3; HEK293 TMEM16A/YFP-H148Q/I152L, iodide quench fluorescence; stronger effect = lower value; AID 623877;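 active = fluorescence-ratio B-score plate-corrected deviation score at least 3 library SD below zero, with starting fluorescence score within 5 deviations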;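 also: channel opened by trigger with iodide after compound preincubation; score built on the fluorescence ratio of max minus min over baseline; more negative score means more quench and so TMEM16A activation or potentiation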
ANO1 block – inhibitors of mouse TMEM16A calcium-activated chloride channel; Q8BHY3; HEK293 TMEM16A/YFP iodide influx fluorescence, ionomycin; normalized B-score (activity score, 25-100; higher = stronger inhibition) at 10 µM; actives 1.2% (n = 310,000); AID 588511;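 active = ratio plate-corrected score three or more library SD toward inhibition, starting fluorescence score within five deviations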;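 also: score derived from kinetic fluorescence span divided by baseline fluorescence per well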
KCNQ1 pot – potentiates or activates the human KCNQ1 potassium channel; P51787; CHO-K1 KCNQ1, thallium flux FluxOR fluorescence; stronger effect = higher value; B-score at 10 µM; actives 0.35% (n = 310,000); AID 2648;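 active = fluorescence ratio B-score, a plate-corrected score, at least three library SD, with initial intensity B-score within 5 SD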
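Material: CHO-K1 cells stably expressing KCNQ1. Medium: assay buffer for compound exposure, DMSO matched across wells. Reagent: K+/Tl+ depolarizing stimulus. Compound dosing: single-concentration screen. Times: 37 °C overnight plating, 90-min dark dye load, 20-min compound pretreatment. Technique: FluxOR Tl+ flux fluorescence.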
Dyrk1A ADPGlo – inhibitors of rat Dyrk1A kinase; Q63470; ADP-Glo luminescence, NFATc1 peptide; inhibition, % at 12.5 µM; actives 0.43% (n = 310,000); AID 504441; in the data active = inhibition above about 50%;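 also: plate controls were vehicle with enzyme for no effect and no enzyme for full effect; many of its hits are not listed in these tables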
The depositor's hits bear a star; i = inactive; nt = not tested or not shown.

Sequence of screens: KCNQ1 inh	KCNK3 inh	TRPC4 agonist	hERG rescue	HDAC3 inhib	KCNK9 inh	TRPC4 PAM	ANO1 activ	ANO1 block	KCNQ1 pot	Dyrk1A ADPGlo
COC(CNC(=O)c1ccc(CS(=O)(=O)c2ccc(C)cc2)o1)OC
→ i	i	i	-6	14	i	i	i	i	i	1
COc1ccc(Nc2cc(=O)n(C3CCCCC3)c(=O)[nH]2)c(OC)c1
→ i	i	i	-5	1	i	i	i	i	i	-7
CSc1c(SCc2ccccc2)cnn(-c2ccccc2)c1=O
→ i	i	i	-6	-3	i	i	i	i	i	-4
Cc1ccc(S(=O)(=O)N2C(=O)CCC2C(=O)NCc2ccco2)cc1 (centres undefined)
→ i	i	i	-8	-6	i	i	i	i	i	3
CC(C)c1nnc(NC(=O)c2nc(S(=O)(=O)Cc3ccc(F)cc3)ncc2Cl)s1
→ i	i	i	-11	0	i	i	i	i	i	-5
Cc1ccc(NC(=O)[C@@H](NC(=O)c2cccc(S(=O)(=O)N3CCOCC3)c2)C(C)C)cc1C
→ i	i	i	-8	-8	i	i	i	i	i	-12
COc1ccc2[nH]c(=O)c(-c3noc(-c4ccc(F)cc4)n3)cc2c1
→ i	i	i	-12	-5	i	i	i	i	i	5
NC(=O)COc1ccc(-c2noc(COc3ccccc3[N+](=O)[O-])n2)cc1
→ i	i	i	-15	-6	i	i	i	i	i	0
Cc1ccc(NC(=O)NC(=O)CSc2nnc(-c3ccc(OC(F)F)cc3)n2N)c(C)c1
→ i	i	i	-8	-13	i	i	i	i	i	-5
O=C(C/C=N\O)Nc1ccc(Oc2ccccc2)cc1
→ i	i	i	-3	-2	i	i	i	i	i	-3
COc1ccc(-c2nnc(SCc3ccc(C(=O)O)cc3)n2C)cc1OC
→ i	i	i	-8	1	i	i	i	i	i	3
COc1ccc(O)c(-c2cc(-c3ccccc3[N+](=O)[O-])[nH]n2)c1
→ i	i	i	-16	1	i	i	i	i	i	49
CCn1c(SCC(=O)NCc2ccco2)nnc1-c1cccs1
→ nt	i	nt	nt	6	nt	nt	i	i	nt	-1
Cn1c(=O)c2c(SCC(=O)N3CCCC3)nc(-c3ccccc3)nc2n(C)c1=O
→ i	i	i	-7	-7	i	i	i	i	i	nt
Cn1c(=O)c2c(SCC(=O)NCc3ccco3)nc(-c3ccccc3Cl)nc2n(C)c1=O
→ i	i	i	-8	-7	i	i	i	i	i	1
O=C(c1c[nH]c2ccccc12)C(Cl)c1ccccc1 (centres undefined)
→ i	i	i	0	4	i	i	i	i	i	-7
COc1ccc(-c2nn(-c3ccccc3)cc2C(=O)N2c3ccc(C)cc3C3CN(C)CCC32)cc1 (centres undefined)
→ i	i	i	-6	4	i	15*	i	i	i	0
O=C(O)c1cccc(NC(=S)NC(=O)C(c2ccccc2)c2ccccc2)c1
→ i	i	i	-8	-3	i	i	i	i	i	2
O=C(O)Cc1ccc(-n2cccc2)cc1
→ i	i	i	-8	2	i	i	i	i	i	-1
COc1ccc(OC)c2c(C)cc(N3CCN(C(=O)c4ccc(C)cc4)CC3)nc12
→ i	i	i	-8	-7	i	i	i	i	i	0
C=CCN1C(=O)/C(=C2/Sc3ccc(OC)cc3N2C)SC1=Nc1ccc(OC)cc1
→ i	nt	i	-10	11	i	i	nt	i	i	nt
O=C(O)COc1ccc(/C=C2/SC(=S)N(Cc3ccccc3)C2=O)cc1
→ i	i	i	0	1	i	i	i	i	i	8
Cc1ncsc1C(=O)Nc1cccc(C(F)(F)F)c1
→ i	i	i	-1	1	i	i	i	i	i	-3
CC1=N/C(=C/c2ccco2)C(=O)O1
→ i	i	i	-11	nt	i	i	i	nt	i	nt
CN1C(=O)S/C(=C\c2ccc(-n3cncn3)cc2)C1=O
→ i	i	i	-18	8	i	i	i	i	i	-2
Cc1ccccc1C(=O)Nc1ccc(Cl)cn1
→ i	i	i	-7	-7	i	i	i	i	i	12
COc1ccccc1CNC(=O)c1cccc(NC(=O)c2ccccc2)c1
→ i	i	i	-17	-6	i	i	i	i	i	2
CCC(C)Sc1ccc([C@@H]2[C@@H]3C(=O)N(C)C(=O)[C@@H]3[C@]3(C(=O)OC)CCCCN23)cc1OC (some centres undefined)
→ i	i	i	-6	18	i	i	i	i	i	4
Cc1ccc(-c2nnn(CCC(=O)Nc3ccc4c(c3)OCO4)n2)cc1
→ i	i	i	-3	-3	i	i	i	i	i	-4
COc1cccc(NC(=O)CNC(=O)c2ccc(C)o2)c1
→ i	i	i	-7	-9	i	i	i	i	i	-4

(further entries)
Sequence of screens: KCNQ1 inh	KCNK3 inh	TRPC4 agonist	hERG rescue	HDAC3 inhib	KCNK9 inh	TRPC4 PAM	ANO1 activ	ANO1 block	KCNQ1 pot	Dyrk1A ADPGlo
CCc1ccc(Cn2nnc(C(=O)Nc3cccc(C)c3)c2N)cc1
→ i	i	i	-9	2	i	i	i	i	i	14
COC(=O)c1sccc1-n1cccc1C(=O)NCc1ccccc1
→ i	i	i	-5	-5	i	i	i	i	i	-1
CCC(Oc1ccc2c(=O)c(-c3ccccc3OC)coc2c1)C(=O)OCc1ccccc1 (centres undefined)
→ i	i	i	-5	5	i	i	i	i	i	-2
CCN(CC)c1ccc(S(=O)(=O)N2CCOCC2)cc1NS(C)(=O)=O
→ i	i	i	-6	-2	i	i	i	i	i	1
O=C(NNC(=S)Nc1ccc(Br)cc1Cl)c1ccco1
→ i	i	i	-9	3	i	i	i	i	i	5
O=C(Cc1ccc(Br)cc1)Nc1ccc(S(=O)(=O)NCC2CCCO2)cc1 (centres undefined)
→ i	i	i	-7	7	i	i	i	i	i	-1
Cc1ccc(-c2csc3nnc(SCC(=O)NCc4ccco4)n23)cc1
→ i	i	i	-6	1	i	i	i	i	i	3
O=C(Nc1nc2ccccc2[nH]1)c1ccccc1F
→ i	i	i	-15	1	i	i	i	i	i	44
CCCC1=Nc2cc(C(=O)N3CCC(C(=O)OCC)CC3)ccc2Sc2ccccc21
→ i	i	i	-9	-11	i	i	i	i	i	2
Cc1cccc(NC(=O)CSc2nnc(-c3ccco3)n2CC2CCCO2)n1 (centres undefined)
→ i	i	i	0	-2	i	i	i	i	i	-7
Cc1nc2ccccc2n1CC(=O)NCCN1CCCC1
→ i	i	i	-6	7	i	i	i	i	i	-1
CCSc1nc(C(F)(F)F)cc(=O)n1-c1ccccc1
→ i	i	i	-15	7	i	i	i	i	i	-2
O=c1c2ccccc2c(-c2ccccc2)nn1-c1ccc(Cl)c(Cl)c1
→ i	i	i	-15	-1	i	i	i	i	i	3
COc1cccc(C(=O)NC(=S)NCc2ccco2)c1
→ i	i	i	-10	5	i	i	i	i	i	1
O=C(O)COc1ccc(/C=N/NC(=O)c2ccccc2Br)cc1
→ i	i	i	-1	6	i	i	i	i	i	1
COc1ccc(OC)c(/C=N/NC(=O)CCc2n[nH]c(=O)[nH]c2=O)c1
→ i	i	i	1	-10	i	i	i	i	i	-98
CCc1nc(C)cn1S(=O)(=O)c1cc(C)c(OC)c(C)c1C
→ i	i	i	-12	8	i	i	i	i	i	3
Cc1ccc(-c2nnc(-c3ccc(NC(=O)c4cccs4)cc3)o2)cc1
→ i	i	i	-4	-9	i	i	i	i	i	12
COc1ccc(C(=O)COC(=O)CN2C(=O)C3C4C=CC(C4)C3C2=O)cc1 (centres undefined)
→ i	i	i	-4	-1	i	i	i	i	i	-4
CC(C)[C@H](NC(=O)N1CCn2c1nc1ccccc12)C(=O)N[C@@H](Cc1ccccc1)C(=O)O
→ i	i	i	-5	-1	i	i	i	i	i	4
O=C(O)c1cccc(CN2C(=O)SC(Nc3cccc4ccccc34)C2=O)c1 (centres undefined)
→ i	i	i	-3	4	i	i	i	i	i	8
Cc1ccc(-c2ccc(=O)n(CCC(=O)N3CCN(c4ccccc4)CC3)n2)cc1
→ i	i	i	-5	3	i	i	i	i	i	-3
CCc1ccccc1N(C)S(=O)(=O)c1cc(-c2cc(C)no2)ccc1OC
→ i	i	i	-5	13	i	i	i	i	i	4
O=C(Nc1cccc(NC(=O)c2cccs2)c1)c1ccc([N+](=O)[O-])o1
→ i	i	i	-7	nt	i	i	i	i	i	-1
CC1(C)CC(=O)C2=C(C1)OC(N)=C(C#N)C2c1cn(-c2ccccc2)nc1-c1ccccc1 (centres undefined)
→ i	i	i	-10	0	i	i	i	i	i	-3
CCOc1ccc(C(=O)NC(=S)NCCCN2CCOCC2)cc1
→ i	i	i	-8	1	i	i	i	i	i	0
Cc1cccc(NC(=O)C2C3C=CC(O3)C2C(=O)O)c1C (centres undefined)
→ i	i	i	-6	2	i	i	i	i	i	2
C/C(=N\NC(=O)c1cccc(Cl)c1)c1cccc(NC(=O)c2ccco2)c1
→ i	i	i	-17	1	i	i	i	i	i	8
CCOC(=O)c1oc2c(CN3CCN(C)CC3)c(O)ccc2c(=O)c1-c1ccccc1OC
→ i	i	i	-4	8	i	i	i	i	i	11
CCc1nnc(NC(=O)CSc2nnc(Cc3cc(=O)[nH]c(=O)[nH]3)n2-c2cccc(OC)c2)s1
→ i	i	i	-8	-5	i	i	i	i	i	0

Further compounds.
Sequence of screens: KCNQ1 inh	KCNK3 inh	TRPC4 agonist	hERG rescue	HDAC3 inhib	KCNK9 inh	TRPC4 PAM	ANO1 activ	ANO1 block	KCNQ1 pot	Dyrk1A ADPGlo
COc1ccc2[nH]cc(C(O)CN3CCC(C(N)=O)CC3)c2c1 (centres undefined)
→ i	i	i	-6	6	i	i	i	i	i	-4
NC(=O)NC(=O)COC(=O)c1ccc(OC(F)F)cc1
→ i	i	i	-4	-2	i	i	i	i	i	-4
Cc1cc(C)c(OCC(=O)OCC(=O)NCCC2=CCCCC2)c(C)c1
→ i	i	i	-9	6	i	i	i	i	i	4
C/C(=N\NC(=O)CCC(=O)Nc1ccc(C)c(C)c1)c1cccs1
→ i	i	i	-11	-2	i	i	i	i	i	-4
CCN(CC)c1nc(C)nc2c1cnn2CCc1ccccc1
→ i	i	i	-12	2	i	i	i	i	i	4
Nc1cccc(C2=Nc3cccc4cccc(c34)N2)c1
→ i	i	i	-5	5	i	i	i	i	i	0
Brc1cnc2nc[nH]c2c1
→ i	i	i	-6	-1	i	i	i	i	i	-1
CC(=O)NC1C(=O)N(CCN2CCOCC2)c2ccc(Cl)cc21 (centres undefined)
→ i	i	i	-8	-1	i	i	i	i	i	-8
O=C(NC1CC1)C1=C[C@H](c2ccc(Br)cc2)C[C@H](OCc2ccc(CO)cc2)O1
→ i	i	i	-12	5	i	i	i	i	i	-2

Source: PubChem (several laboratories)

Only part of the results is shown (hit frequency here may not be typical).
